High-throughput results: PubChem, several laboratories
MrgX1 agonist: agonists of human MrgX1 receptor | Q96LB2 | MrgX1-HEK293 cells, Fluo-4 calcium fluorescence, agonist mode; active compounds read high | B-score at 10 µM | actives 0.44% (n = 310,000) | AID 588627;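 active = calcium response B-score plate-corrected fluorescence ratio at least 3 library SD, with starting fluorescence B-score inside 5 SD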
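Material: MrgX1-expressing HEK293 cells / Dosing: compound as first of three additions / Incubation: overnight seeding, then 1 h dark dye loading / Signal: Fluo-4 NW calcium fluorescence / Evaluation: B-scored fluorescence response ratio / Benchmarks: positive and negative control wells on each plate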
Platelet DG rel: platelet dense granule release activity. actives 0.22% (n = 300,000). AID 1663. inhibition, %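 (compounds screened at 7.5 µM in platelet-rich plasma)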. human platelet-rich plasma, SFLLRN dense granule ATP release, luminescence;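 active = mean replicate score, as percent of positive control, at or above 50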
HIF act: HIF pathway transcriptional activation. actives 0.32% (n = 300,000). U2OS HRE-luciferase reporter, luminescence; normalized: DMSO 0%, desferrioxamine 100%. activation, % at 7.5 µM (by protocol). AID 1910;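 active = mean activation of at least 10% of the iron chelator positive control signal, with at least half of replicates also reaching 10%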
RGS4 inh: inhibitors of human RGS4; P49798; HEK293 M3R/RGS4 inducible, Fluo-4 calcium flux; active compounds read high; triggered by carbachol at its EC20; B-score at 10 µM; actives 0.45% (n = 310,000);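 active = B-score, a plate-corrected calcium signal, over three deviations above library mean, with baseline fluorescence within five deviations of library mean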;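 note: RGS4 expression induced by doxycycline in cells with stable M3 receptor; B-score is computed from the integrated fluorescence ratio over baseline after carbachol; higher B-score means a larger calcium signal and so more RGS4 inhibition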
TRPC6 activator: mouse TRPC6 channel activation. Q61143. actives 0.13% (n = 310,000). B-score at 10 µM. HEK293-TRPC6 membrane potential dye fluorescence; active compounds read high. AID 2550;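 active = B-score of the integrated fluorescence ratio above library mean plus 3 SD, and starting fluorescence ratio within library mean plus 5 SD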;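 note: higher score means more depolarization so channel activation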
TRPC4 block: TRPC4 (mouse) channel inhibition; B-score at 10 µM; actives 0.39% (n = 300,000); HEK293 TRPC4beta/mu-opioid, DAMGO-evoked Fluo4 calcium flux; active compounds read low;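 active = B-score over 3 SD under the library average, no early fluorescence shift, positive overall ratio signal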
Target sequence (Q9QUQ5 whole entry, looked up): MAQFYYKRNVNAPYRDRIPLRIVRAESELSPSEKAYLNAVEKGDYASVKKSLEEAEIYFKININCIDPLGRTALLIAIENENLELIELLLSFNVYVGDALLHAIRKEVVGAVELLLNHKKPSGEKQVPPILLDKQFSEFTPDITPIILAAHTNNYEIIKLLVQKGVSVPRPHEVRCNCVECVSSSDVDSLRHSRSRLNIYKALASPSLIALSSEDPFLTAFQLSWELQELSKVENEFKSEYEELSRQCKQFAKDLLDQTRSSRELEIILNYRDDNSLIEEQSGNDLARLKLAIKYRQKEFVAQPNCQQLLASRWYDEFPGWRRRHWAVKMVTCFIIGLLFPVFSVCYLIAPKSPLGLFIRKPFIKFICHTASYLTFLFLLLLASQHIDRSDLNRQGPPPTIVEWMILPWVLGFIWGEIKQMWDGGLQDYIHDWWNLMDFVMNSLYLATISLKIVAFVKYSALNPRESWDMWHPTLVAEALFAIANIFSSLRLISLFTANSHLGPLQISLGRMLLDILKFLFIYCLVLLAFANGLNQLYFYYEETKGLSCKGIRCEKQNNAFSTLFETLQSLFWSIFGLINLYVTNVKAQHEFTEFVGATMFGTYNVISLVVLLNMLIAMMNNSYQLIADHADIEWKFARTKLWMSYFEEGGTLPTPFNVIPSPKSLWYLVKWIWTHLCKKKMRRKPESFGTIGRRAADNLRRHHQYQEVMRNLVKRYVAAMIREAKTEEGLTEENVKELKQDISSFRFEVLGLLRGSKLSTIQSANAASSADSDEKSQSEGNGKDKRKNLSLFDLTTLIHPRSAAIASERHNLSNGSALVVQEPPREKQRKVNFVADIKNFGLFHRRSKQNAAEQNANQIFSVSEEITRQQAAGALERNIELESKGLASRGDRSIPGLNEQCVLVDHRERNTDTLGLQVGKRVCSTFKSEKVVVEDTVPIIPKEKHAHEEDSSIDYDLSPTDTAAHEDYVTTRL
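System: stable TRPC4beta/mu-opioid receptor HEK293 cells; Dosing: single-point compound dosing; Measured by: Fluo4 Ca2+ flux fluorescence; Read-out basis: per-well B score of integrated baseline-normalized Fluo4 ratio.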
RGS4 act: RGS4 potentiation or activation | HEK293 M3R/inducible RGS4, carbachol calcium flux Fluo4; active compounds read low | AID 463111 | actives 0.92% (n = 310,000) | B-score at 10 µM;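 active = B-score of the integrated calcium signal more than 4 SD below the library mean, with starting fluorescence not abnormally high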;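 note: negative B-score means reduced calcium response which marks RGS4 activation or potentiation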
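Reagent: ECmax carbachol challenge; Test system: M3R-expressing HEK293 line, RGS4 induced by doxycycline; Schedule: overnight RGS4 induction, 30 min dye load 37 °C, 20 min compound RT; Detection: calcium dye Fluo4 fluorescence; Read-out: Agonist-evoked peak-minus-minimum fluorescence over baseline, integrated ratio, B score.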
MrgX1 antag: human MrgX1 receptor antagonism, primary screen; Q96LB2; MRGX1-HEK293 calcium flux, Fluo-4, BAM8-22 antagonism; active compounds read low; B-score at 10 µM; actives 1.3% (n = 310,000);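 active = calcium-response B-score plate-corrected more than 3 library SD below zero, starting fluorescence within 5 deviations, no agonist response on first addition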;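 note: peak minus trough fluorescence over baseline after final BAM8-22 challenge near maximal dose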
SKKanGAS inh: SKKanGAS growth inhibition; S. pyogenes SKKanGAS, kanamycin growth, BacTiter-Glo, 6 h; inhibition, % at 7.5 µM; actives 1.3% (n = 300,000); AID 1662;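 active = mean replicate score, as percent of positive control median, at least 50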;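 note: strain carries kanamycin resistance gene driven by streptokinase promoter and grows in 40 µg/ml kanamycin; loss of luminescence reflects streptokinase promoter inhibition or plain growth inhibition; 0% = median of DMSO wells and 100% = positive control at its reference dose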
TRPC6 inh: blocks the mouse TRPC6 cation channel | HEK293-TRPC6, membrane potential dye, ACh-evoked depolarization; active compounds read low | B-score at 10 µM | actives 1.1% (n = 310,000) | AID 2553;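 active = B-score under library mean minus 3 SD, initial fluorescence not abnormally high, positive integrated signal ratio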;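 note: B-score derived from integrated fluorescence ratio over the kinetic read; more negative B-score means stronger inhibition of depolarization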
MrgX1 PAM: allosterically activates human MrgX1 receptor signaling; MrgX1-HEK293, Fluo-4 calcium flux, FDSS; active compounds read high; B-score at 10 µM; actives 0.63% (n = 310,000); AID 588675;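 active = plate-corrected calcium response at least 3 library SD above typical, normal starting fluorescence, not activating the receptor alone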;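 note: compound read alongside a low EC10 to EC30 dose of BAM8-22 agonist; peak minus trough fluorescence over baseline measured at the second addition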
Starred values were filed as active, the others as inactive.

Screening COC(=O)c1c(-c2ccccc2Cl)noc1/C=C/N(C)C returned MrgX1 agonist inactive, Platelet DG rel -1, HIF act -0.4, RGS4 inh inactive, TRPC6 activator inactive, TRPC4 block inactive, RGS4 act inactive, MrgX1 antag inactive, SKKanGAS inh 3, TRPC6 inh inactive and MrgX1 PAM inactive.
CC(=O)Nc1ccc2nc(NC(=O)COc3ccc([N+](=O)[O-])cc3)sc2c1 was read as MrgX1 agonist inactive, Platelet DG rel -5, HIF act 1.5, RGS4 inh inactive, TRPC6 activator inactive, TRPC4 block inactive, RGS4 act inactive, MrgX1 antag inactive, SKKanGAS inh -4, TRPC6 inh inactive and MrgX1 PAM inactive.
For COc1ccc(C(=O)N(CC(=O)Nc2sc(C)c(C)c2C(N)=O)C2CCCC2)cc1 the results were MrgX1 agonist inactive, Platelet DG rel 9, HIF act -0.2, RGS4 inh inactive, TRPC6 activator inactive, TRPC4 block inactive, RGS4 act inactive, MrgX1 antag inactive, SKKanGAS inh 1, TRPC6 inh inactive and MrgX1 PAM inactive.
For Cc1ccc2c(c1)c(C)c(C)n2CC(O)Cn1nnc2ccccc21 (stereo not drawn) the results were MrgX1 agonist inactive, Platelet DG rel 6, HIF act 2.9, RGS4 inh inactive, TRPC6 activator inactive, TRPC4 block inactive, RGS4 act inactive, MrgX1 antag inactive, SKKanGAS inh 18, TRPC6 inh inactive and MrgX1 PAM inactive.
Screening CN1CCc2c(c3c(n2C)CCN(C)C3c2ccc(F)cc2)C1c1ccc(F)cc1 (stereo not drawn) returned MrgX1 agonist inactive, Platelet DG rel -1, HIF act 0.0, RGS4 inh inactive, TRPC6 activator inactive, TRPC4 block inactive, RGS4 act inactive, MrgX1 antag inactive, SKKanGAS inh -1, TRPC6 inh inactive and MrgX1 PAM inactive.
For Cc1cc(C(=O)OCC(=O)c2c(N)n(C)c(=O)n(C)c2=O)c(C)n1-c1ccccc1 the results were MrgX1 agonist inactive, Platelet DG rel -7, HIF act 0.7, RGS4 inh inactive, TRPC6 activator inactive, TRPC4 block inactive, RGS4 act inactive, MrgX1 antag inactive, SKKanGAS inh 23, TRPC6 inh inactive and MrgX1 PAM inactive.
For CCc1ccc(C(=O)NNC(=O)c2ccc3c(=O)n4c(nc3c2)CCC4)cc1 the results were MrgX1 agonist inactive, Platelet DG rel -4, HIF act -0.1, RGS4 inh inactive, TRPC6 activator inactive, TRPC4 block inactive, RGS4 act inactive, MrgX1 antag inactive, SKKanGAS inh -1, TRPC6 inh inactive and MrgX1 PAM inactive.
`COc1ccc(NN=Nc2ccc([N+](=O)[O-])cc2)cc1` gave MrgX1 agonist inactive, Platelet DG rel 0, HIF act 3.4, RGS4 inh inactive, TRPC6 activator inactive, TRPC4 block inactive, RGS4 act inactive, MrgX1 antag inactive, SKKanGAS inh -2, TRPC6 inh inactive and MrgX1 PAM inactive.
For C=CCn1c(=S)[nH]c2scc(-c3cccs3)c2c1=O the results were Platelet DG rel -5, RGS4 inh inactive, TRPC6 activator inactive, TRPC4 block inactive, RGS4 act inactive, SKKanGAS inh 19 and TRPC6 inh inactive.
For CC(=O)Nc1cccc(OCCCNC(=O)c2ccc(F)cc2)c1 the results were MrgX1 agonist inactive, Platelet DG rel -2, HIF act 0.8, RGS4 inh inactive, TRPC6 activator inactive, TRPC4 block inactive, RGS4 act inactive, MrgX1 antag inactive, SKKanGAS inh -4, TRPC6 inh inactive and MrgX1 PAM inactive.
Screening CCOC(=O)c1c(C)[nH]c(C(=O)COC(=O)CCS(=O)(=O)c2ccc(C)cc2)c1C returned MrgX1 agonist inactive, Platelet DG rel -1, HIF act -0.5, RGS4 inh inactive, TRPC6 activator inactive, TRPC4 block inactive, RGS4 act inactive, MrgX1 antag inactive, SKKanGAS inh 10, TRPC6 inh inactive and MrgX1 PAM inactive.
Screening O=C1C2C3c4ccccc4C(c4ccccc43)C2C(=O)N1c1ccncc1 (stereo not drawn) returned Platelet DG rel -1, HIF act -1.1, RGS4 inh inactive, TRPC6 activator inactive, TRPC4 block inactive, RGS4 act inactive, SKKanGAS inh -3 and TRPC6 inh inactive.
`COC(=O)C1(C)NC(c2ccc(OC)cc2)C2C(=O)N(c3ccccc3)C(=O)C21` (stereo not drawn) gave MrgX1 agonist inactive, Platelet DG rel -4, HIF act 1.5, RGS4 inh inactive, TRPC6 activator inactive, TRPC4 block inactive, RGS4 act inactive, MrgX1 antag inactive, SKKanGAS inh -1, TRPC6 inh -7.8* and MrgX1 PAM inactive.
Screening COc1cc(/C=N/NC(=O)Cc2csc(N3CCOCC3)n2)cc(OC)c1O returned MrgX1 agonist inactive, Platelet DG rel 8, HIF act 0.5, RGS4 inh inactive, TRPC6 activator inactive, TRPC4 block inactive, RGS4 act inactive, MrgX1 antag inactive, SKKanGAS inh -2, TRPC6 inh inactive and MrgX1 PAM inactive.
O=C(Nc1nnc(Cc2ccccc2)s1)c1ccco1 was read as MrgX1 agonist inactive, Platelet DG rel -7, HIF act 2.3, RGS4 inh inactive, TRPC6 activator inactive, TRPC4 block inactive, RGS4 act inactive, MrgX1 antag inactive, SKKanGAS inh 6, TRPC6 inh inactive and MrgX1 PAM inactive.

Entries from the list above with an NH in an aromatic ring, in the order listed:
For C=CCn1c(=S)[nH]c2scc(-c3cccs3)c2c1=O the results were Platelet DG rel -5, RGS4 inh inactive, TRPC6 activator inactive, TRPC4 block inactive, RGS4 act inactive, SKKanGAS inh 19 and TRPC6 inh inactive.
Screening CCOC(=O)c1c(C)[nH]c(C(=O)COC(=O)CCS(=O)(=O)c2ccc(C)cc2)c1C returned MrgX1 agonist inactive, Platelet DG rel -1, HIF act -0.5, RGS4 inh inactive, TRPC6 activator inactive, TRPC4 block inactive, RGS4 act inactive, MrgX1 antag inactive, SKKanGAS inh 10, TRPC6 inh inactive and MrgX1 PAM inactive.

(more compounds)
O=C(Nc1cccc(Br)c1)c1ccc(OC2CSC2)cc1 was read as MrgX1 agonist inactive, Platelet DG rel 14, HIF act 4.6, RGS4 inh inactive, TRPC6 activator inactive, TRPC4 block inactive, RGS4 act inactive, MrgX1 antag inactive, SKKanGAS inh 14, TRPC6 inh inactive and MrgX1 PAM inactive.
CCn1c(SCC(=O)N/N=C/c2ccc(C)s2)nc2ccccc21 was read as MrgX1 agonist inactive, Platelet DG rel -63, HIF act -30, RGS4 inh inactive, TRPC6 activator inactive, TRPC4 block inactive, RGS4 act inactive, MrgX1 antag inactive, SKKanGAS inh -10, TRPC6 inh inactive and MrgX1 PAM inactive.
CC1(O)C(=O)c2ccccc2N(c2ccccc2)C1=O (stereo not drawn) was read as MrgX1 agonist inactive, Platelet DG rel -2, HIF act -13, RGS4 inh inactive, TRPC6 activator inactive, TRPC4 block inactive, RGS4 act inactive, MrgX1 antag inactive, SKKanGAS inh -4, TRPC6 inh inactive and MrgX1 PAM inactive.
`c1coc(Cn2nnnc2CN2CCN(C3CCCC3)CC2)c1` gave MrgX1 agonist inactive, Platelet DG rel -4, HIF act 1.3, RGS4 inh inactive, TRPC6 activator inactive, TRPC4 block inactive, RGS4 act inactive, MrgX1 antag inactive, SKKanGAS inh 0, TRPC6 inh inactive and MrgX1 PAM inactive.
`CCc1ccc(S(=O)(=O)NCc2cn3ccccc3n2)s1` gave MrgX1 agonist inactive, Platelet DG rel 0, HIF act 0.2, RGS4 inh inactive, TRPC6 activator inactive, TRPC4 block inactive, RGS4 act inactive, MrgX1 antag inactive, SKKanGAS inh -1, TRPC6 inh inactive and MrgX1 PAM inactive.
Nc1nc(Nc2ccccc2)nc(NCc2ccccc2)c1[N+](=O)[O-] was read as MrgX1 agonist inactive, Platelet DG rel -5, HIF act -0.6, RGS4 inh inactive, TRPC6 activator inactive, TRPC4 block inactive, RGS4 act inactive, MrgX1 antag inactive, SKKanGAS inh 28, TRPC6 inh inactive and MrgX1 PAM inactive.
For S=c1[nH]nc(-c2ccc3ccccc3n2)n1-c1cc(Cl)cc(Cl)c1 the results were MrgX1 agonist inactive, Platelet DG rel 3, HIF act 0.2, RGS4 inh inactive, TRPC6 activator inactive, TRPC4 block inactive, RGS4 act inactive, MrgX1 antag inactive, SKKanGAS inh 37, TRPC6 inh inactive and MrgX1 PAM inactive.
Screening COc1ccc(NC(=O)Nc2cc(C)cc(C)c2)cn1 returned MrgX1 agonist inactive, Platelet DG rel 6, HIF act 0.4, RGS4 inh inactive, TRPC6 activator inactive, TRPC4 block inactive, RGS4 act inactive, MrgX1 antag inactive, SKKanGAS inh -3, TRPC6 inh inactive and MrgX1 PAM inactive.
`CCCCn1nc2cc(C(=O)NCc3ccco3)ccc2c1OCC` gave MrgX1 agonist inactive, Platelet DG rel 0, HIF act -1.1, RGS4 inh inactive, TRPC6 activator inactive, TRPC4 block inactive, RGS4 act inactive, MrgX1 antag inactive, SKKanGAS inh 0, TRPC6 inh inactive and MrgX1 PAM inactive.
Screening Nc1cc(=O)nc(SCC(=O)Nc2ccccc2Cl)n1-c1ccccc1 returned MrgX1 agonist inactive, Platelet DG rel 11, HIF act -1.6, RGS4 inh inactive, TRPC6 activator inactive, TRPC4 block inactive, RGS4 act inactive, MrgX1 antag inactive, SKKanGAS inh 1, TRPC6 inh inactive and MrgX1 PAM inactive.
For COc1ccc(/C=N/NC(=O)c2sc3nc(C)cc(C)c3c2N)cc1 the results were MrgX1 agonist inactive, Platelet DG rel 5, HIF act -0.3, RGS4 inh inactive, TRPC6 activator inactive, TRPC4 block inactive, RGS4 act inactive, MrgX1 antag inactive, SKKanGAS inh 13, TRPC6 inh inactive and MrgX1 PAM inactive.
`Cc1ccc(C)c(C(=O)Nc2c(C(N)=O)oc3ccccc23)c1` gave MrgX1 agonist inactive, Platelet DG rel 5, HIF act -0.4, RGS4 inh inactive, TRPC6 activator inactive, TRPC4 block inactive, RGS4 act inactive, MrgX1 antag inactive, SKKanGAS inh -13, TRPC6 inh inactive and MrgX1 PAM inactive.
`CN(C)/C=N/c1nc2nccc(-c3ccccc3)n2n1` gave MrgX1 agonist inactive, Platelet DG rel 7, HIF act 0.0, RGS4 inh inactive, TRPC6 activator inactive, TRPC4 block inactive, RGS4 act inactive, MrgX1 antag inactive, SKKanGAS inh -2, TRPC6 inh inactive and MrgX1 PAM inactive.
